Screens as filed in PubChem.
Yp Topo-I inh – blocks Yersinia pestis topoisomerase I activity. 360,000 tested, 0.064% active. activity, % at 10 µM. Y. pestis Topo-I cleavage product accumulation, plate reader; in the data active = activity above about 50%, passing the limit was not always enough; also: inactives centre near 2
TcdB GH inh – blocks C. difficile toxin B glycohydrolase activity; TcdB glycohydrolase enzymatic assay, plate reader; 350,000 tested, 0.24% active; inhibition, % at 9.99 µM; in the data active = inhibition above about 10%
Rv3671c inh – Rv3671c (M. tuberculosis) protease inhibition; inhibition, % at 5.96 µM; 320,000 tested, 0.048% active; in the data active = inhibition above about 38%;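 also: extracellular domain of Rv3671c used as enzyme; 0% = enzyme with DMSO and 100% = no enzyme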
MazF activator – MazEF (E. coli) toxin RNase activation | P0AE70 | FAM/BHQ RNA-DNA oligo cleavage fluorescence, 5 h | activation, % at 20 µM | 350,000 tested, 0.32% active; in the data active = activation above about 50%
CCHFV vOTU inh – CCHFV vOTU protease inhibition; 370,000 tested, 0.55% active; inhibition, % at 11.5 µM; Pep-AMC fluorescence; in the data active = inhibition above about 30%; also: 0% = vehicle wells with enzyme and 100% = no enzyme wells
PrPC surface inh – cell surface PrPC inhibition, primary TR-FRET screen; P04156; TR-FRET read-out; inhibition, % at 13.8 µM; 370,000 tested, 0.43% active; in the data active = inhibition above about 24%; also: 0% = median of the test wells and 100% = reference compound wells
PriA SSB inh – inhibitors of Klebsiella pneumoniae PriA binding to SSB C-terminal tail. AlphaScreen SSBct-PriA binding, biotinylated peptide. 430,000 tested, 0.6% active. inhibition, % at 33 µM; in the data active = inhibition mostly above about 37%, no sharp cut-off; inactive = mostly below about 20%;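 also: plate controls were negative control peptide for no effect and reference peptide for full effect; strong numbers were not always called active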
SARS 3CLpro inh – SARS-CoV 3CLpro protease inhibition; recombinant SARS-CoV 3CLpro, quenched FRET peptide cleavage; AID 1706; inhibition, % at 6 µM; P0C6X7; 290,000 tested, 0.14% active; in the data active = inhibition above about 12%
DUSP3 inh – inhibitors of human VHR1 phosphatase (DUSP3) | P51452 | recombinant VHR phosphatase, pNPP absorbance | inhibition, % at 13.3 µM | 290,000 tested, 0.52% active | AID 1654; in the data active = inhibition above about 50%; also: some compounds called inactive have numbers as strong as hits
BH1578 lux ind – induces V. cholerae light production without autoinducers | V. cholerae BH1578 lux reporter, luminescence, 6 h | activation, % at 18.7 µM | AID 588436 | 350,000 tested, 0.16% active; in the data active = activation mostly above about 9.7%, no sharp cut-off; also: not every result past the cut was called active; inactives centre near 0; reference of the scale not given here
The depositor's hits bear a star; i = inactive; / = not tested or not shown; + = active, no number.

smiles | Yp Topo-I inh | TcdB GH inh | Rv3671c inh | MazF activator | CCHFV vOTU inh | PrPC surface inh | PriA SSB inh | SARS 3CLpro inh | DUSP3 inh | BH1578 lux ind
COc1ccc(NC(=O)CN(C)C(=O)c2ccc(S(=O)(=O)Nc3ccccc3C)cc2)cc1 | 7 | 1.4 | / | -5 | 1 | 4 | -4 | / | / | -0.4
COC(=O)C1=C(c2ccccc2OCc2ccccc2)C[C@@H]2CC[C@H]1N2C(=O)NCc1ccc([N+](=O)[O-])cc1 | 14 | -1.5 | -7 | -6 | 0 | 1 | 5 | / | / | -8.1
Cc1ccc(C(=O)CSc2nc(C(C)C)nc3ccccc23)cc1 | 20 | 1.0 | -3 | 3 | -3 | 8 | -19 | 0 | 15 | -0.3
O=C(NCCC(=O)N1CCN(c2ccc(F)cc2)CC1)c1ccco1 | 0 | 2.4 | / | 4 | -9 | 7 | 0 | / | / | 12
CNC(=O)NC(=O)COC(=O)c1n[nH]c2ccccc12 | 0 | 0.9 | 6 | 6 | -13 | -8 | -19 | -1 | 6 | -0.6
COc1ccc(NC(=O)COC(=O)CCCc2c[nH]c3ccccc23)cc1OC | 5 | 0.8 | 9 | -1 | / | / | 3 | -3 | 18 | 2.4
CC1=NOC(=O)/C1=C\c1ccc(-c2ccc(Br)cc2)o1 | -2 | -0.7 | / | -19 | 11 | 5 | 9 | 2 | -1 | -1.1
O=C(CSc1nc2cc(C(=O)O)ccc2c(=O)n1-c1ccc(F)cc1)Nc1ccc(F)c(F)c1F | -4 | 0.2 | -4 | 1 | -8 | 2 | -3 | 4 | -6 | -8.3
COCCn1c(Br)nc2c1c(=O)n(C)c(=O)n2C | -8 | 0.5 | 3 | -10 | -9 | -1 | 2 | 0 | 3 | 0.3
CC(OC(=O)Cc1ccc(F)cc1)C(=O)NCc1ccc2c(c1)OCO2 (stereo unspecified) | -4 | 0.4 | 4 | 0 | -4 | -4 | -8 | / | / | i
CCCCc1cc(=O)oc2c(C)c(OCC(=O)NCc3ccccn3)ccc12 | -1 | -0.8 | -8 | 40 | 0 | -3 | 4 | -8 | 28 | -0.2
CN(CC(=O)Nc1ccc(F)c(F)c1F)C(=O)c1nn(Cc2ccccc2)c(=O)c2ccccc12 | 3 | 1.8 | 8 | 1 | 3 | -3 | -5 | / | / | -3.8
CCOc1ccc(-c2ccc(C=O)o2)c([N+](=O)[O-])c1 | -3 | / | -5 | 14 | 16 | -10 | 11 | 2 | -5 | i
COc1ccc2ccccc2c1C1NC(=O)c2ccccc2N1 (stereo unspecified) | -5 | 2.0 | / | 19 | -47 | 12 | -3 | / | / | i
CCN(Cc1ccccc1)C(=O)CCc1nc(-c2ccc(C)cc2)no1 | 30 | / | 8 | 11 | 11 | 1 | -46 | 2 | 32 | 0.1
O=S(=O)(Nc1cc(Cl)ccc1-n1cncn1)c1ccc(F)cc1 | 3 | 0.6 | 3 | -3 | 14 | -3 | -5 | / | / | i
CC(=O)C1=C(O)C(=O)N(Cc2cccnc2)C1c1ccccc1Cl (stereo unspecified) | 4 | / | -2 | 8 | 2 | 0 | -2 | 1 | 2 | 3.4
N#Cc1ccc(Oc2ncccn2)cc1 | 3 | -1.0 | -5 | 1 | -4 | -2 | -7 | / | / | -0.1
COc1ccc(-c2ccc(C#N)c(OC(=O)c3c(Cl)cccc3Cl)n2)cc1 | -11 | / | -4 | 2 | 2 | -1 | -14 | 4 | -7 | i
O=C(O)c1ccccc1C(=O)OC1CC2CCC1C2 (stereo unspecified) | 6 | -0.3 | / | 3 | 1 | -2 | / | / | / | -3.1
Cc1cccc(/C=N/NC(=O)c2cc(Br)ccc2OCc2ccccc2)n1 | 14 | 1.2 | -15 | 125* | 9 | -9 | / | -3 | 18 | -0.4
CCCCN1CCC(CN2C(=O)C(=O)NC[C@@H]2Cc2ccccc2)CC1 | -8 | 0.3 | / | -15 | 12 | -2 | 7 | / | / | -1.1
Nc1ccc(C(=O)OCc2nc3ccccc3s2)cc1 | -2 | -1.1 | 8 | 1 | -11 | 17 | -6 | 1 | 0 | i
O=C(NC1(C(=O)NC2CCCC2)CCCCC1)c1ccc2c(c1)OCO2 | 5 | / | -8 | 9 | 7 | -7 | -11 | -3 | -3 | i
CCOC(=O)C(C)Oc1cccc2c(=O)n(CC(=O)N3CCc4ccccc43)ccc12 (stereo unspecified) | -1 | 0.6 | 0 | 7 | -5 | 3 | 0 | -4 | -20 | 1.0
COc1cccc(CN2C[C@]34C=C[C@@H](C[C@@H]3S2(=O)=O)O4)c1 | 6 | -1.6 | -1 | 0 | -5 | -2 | -24 | / | -13 | -0.3
O=C(CSc1nnc(-c2cccnc2)n1CCN1CCCCC1)Nc1cccc(Cl)c1 | 7 | / | 1 | 2 | -7 | -5 | 3 | 3 | 17 | -0.2
COCCNC(=O)C1CC2Cn3c(nc4cc(Cl)c(Cl)cc43)C2N1C (stereo unspecified) | -2 | 0.3 | 9 | -5 | -6 | -2 | 7 | / | 27 | i
Cc1cccc(NC(=O)c2nc[nH]c2C(=O)N[C@H](C)c2ccccc2)c1 | 2 | 0.7 | -47 | 1 | 22 | 8 | -15 | / | / | i
CCOc1cc(C#N)c(NC(=O)c2cccnc2)cc1OCC | -2 | / | 3 | -3 | 2 | 2 | 3 | -2 | 14 | -1.3

Single entries from above:
Entry of CCOc1cc(C#N)c(NC(=O)c2cccnc2)cc1OCC under Yp Topo-I inh: -2
Entry of CCOC(=O)C(C)Oc1cccc2c(=O)n(CC(=O)N3CCc4ccccc43)ccc12 (stereo unspecified) under MazF activator: 7

Molecules from the list above that have an aryl methoxy group (5):
smiles | Yp Topo-I inh | TcdB GH inh | Rv3671c inh | MazF activator | CCHFV vOTU inh | PrPC surface inh | PriA SSB inh | SARS 3CLpro inh | DUSP3 inh | BH1578 lux ind
COc1ccc(NC(=O)CN(C)C(=O)c2ccc(S(=O)(=O)Nc3ccccc3C)cc2)cc1 | 7 | 1.4 | / | -5 | 1 | 4 | -4 | / | / | -0.4
COc1ccc(NC(=O)COC(=O)CCCc2c[nH]c3ccccc23)cc1OC | 5 | 0.8 | 9 | -1 | / | / | 3 | -3 | 18 | 2.4
COc1ccc2ccccc2c1C1NC(=O)c2ccccc2N1 (stereo unspecified) | -5 | 2.0 | / | 19 | -47 | 12 | -3 | / | / | i
COc1ccc(-c2ccc(C#N)c(OC(=O)c3c(Cl)cccc3Cl)n2)cc1 | -11 | / | -4 | 2 | 2 | -1 | -14 | 4 | -7 | i
COc1cccc(CN2C[C@]34C=C[C@@H](C[C@@H]3S2(=O)=O)O4)c1 | 6 | -1.6 | -1 | 0 | -5 | -2 | -24 | / | -13 | -0.3

Next section
smiles | Yp Topo-I inh | TcdB GH inh | Rv3671c inh | MazF activator | CCHFV vOTU inh | PrPC surface inh | PriA SSB inh | SARS 3CLpro inh | DUSP3 inh | BH1578 lux ind
O=C(O)CN1C(=O)/C(=C2\C(=O)N(Cc3ccccc3Cl)c3ccccc32)SC1=S | 15 | 0.6 | -4 | -18 | -17 | 1 | 6 | 2 | 71 | i
CCCCCC[N+](=O)[O-] | 2 | 0.2 | 2 | 3 | -6 | -4 | 2 | / | / | -0.3
Cc1[nH]n(-c2ccccc2)c(=O)c1C1(C(F)(F)F)C(=O)N(c2ccccc2)C2=C1C(=O)CC(C)(C)C2 (stereo unspecified) | -6 | / | 0 | 5 | 6 | 1 | -7 | -1 | 22 | 0.8
CCOC(=O)Cc1csc(SCc2nc3ccccc3c(=O)[nH]2)n1 | 3 | / | -2 | 6 | -6 | 2 | -6 | -3 | 18 | -0.2
COc1cc(OC)cc(C(=O)NCC2CCCN(C(=O)c3csc(C(C)C)n3)C2)c1 (stereo unspecified) | 6 | 0.8 | / | 4 | -8 | 0 | -12 | -6 | -27 | i
CC(C)CN(C(=O)COC(=O)CNC(=O)c1ccccc1F)C1CCS(=O)(=O)C1 (stereo unspecified) | -2 | 0.4 | -2 | -15 | -2 | 7 | -10 | 5 | 10 | -0.3
Cc1ccc(C(=O)Nc2ccc(Cl)cn2)cc1S(=O)(=O)N1CCOCC1 | 5 | / | 3 | 7 | 22 | -3 | -4 | 0 | 4 | -12
COC(=O)C1CC(=O)N(Cc2ccccc2)C1 (stereo unspecified) | -10 | -0.5 | 9 | 0 | 1 | 3 | 11 | 0 | 17 | -0.3
COc1ccc(-n2ccnc2CN2CCCC(CO)(Cc3cccc(OC)c3)C2)cc1 (stereo unspecified) | 29 | 0.9 | -10 | 4 | 11 | 9 | -14 | 5 | 26 | -0.3
CCN1C[C@@H]2[C@@H]3C(=O)N(Cc4ccccc4)C(=O)[C@@H]3[C@](Cc3ccccc3)(C1=O)N2C(=O)c1ccc(Cl)c(Cl)c1 | 1 | 0.9 | / | -15 | 1 | 0 | 7 | / | / | -0.5
OCCCn1c(C(CO)Nc2nc(-c3ccc(Cl)cc3)cs2)nc2ccccc21 (stereo unspecified) | -2 | 4.0 | 2 | -4 | 9 | -2 | -14 | / | / | 0.3
O=C(NC1=NCCS1)c1sc2cc(Cl)cc(Cl)c2c1Cl | -2 | / | -14 | -12 | 1 | -6 | 1 | 3 | 1 | 3.3
CCOC(=O)C1=C(O)/C(=C/c2cn(CC(=O)NCC3CCCO3)c3ccccc23)SC1=Nc1ccc(C)cc1 (stereo unspecified) | -2 | / | 11 | + | / | / | 4 | 0 | / | 3.0
Cc1ccc(OCC(=O)N2CCC(C)CC2)c([N+](=O)[O-])n1 | 5 | 1.3 | -4 | 6 | -5 | -7 | -5 | / | / | -0.3
CC(=O)NCCCc1c[nH]c2ccc(Cl)cc12 | -11 | / | -2 | 5 | -8 | 6 | -4 | -3 | 46 | -1.3
O=S(=O)(Nc1ccc2oc(-c3ccccc3)nc2c1)c1ccccc1 | -3 | 2.0 | -39 | 2 | 5 | 9 | 13 | 9 | 21 | -7.1
O=S(=O)(NC1CCCC1)c1ccc(S(=O)(=O)NC2CCCC2)cc1 | 3 | / | 4 | 1 | 11 | 2 | 4 | 2 | 6 | -1.8
COc1ccc(CCn2c(O)c(C=NCCCN(C)C)c(=O)[nH]c2=O)cc1OC | -4 | / | 5 | 7 | -6 | -7 | -21 | -2 | 2 | -0.2
CCc1nc2ccc(C(=O)N3CCNC(=O)C3)cn2c1N(C)CCC(C)C | 1 | 0.2 | / | / | -3 | -1 | / | / | / | i
C=C1C(C(=O)N2CCN(C)CC2)C1C(=O)N1CCN(C)CC1 (stereo unspecified) | 0 | 0.8 | 1 | -1 | 0 | -1 | 4 | -1 | -15 | i
CSc1nc(C)cc(/C=C\c2ccccc2)c1C#N | 4 | / | -10 | 0 | 5 | -4 | -14 | 0 | -24 | -0.1
O=C1C2C3CC(C(Br)C3Br)C2C(=O)N1c1nccs1 (stereo unspecified) | -1 | 0.7 | 3 | 3 | 8 | 6 | -12 | / | / | i
CC(C)(C)OC(=O)NCc1nc(N)n[nH]1 | 4 | / | 1 | -3 | 7 | 0 | -14 | -2 | 4 | i

Record cards, from the list above.
COCCNC(=O)C1CC2Cn3c(nc4cc(Cl)c(Cl)cc43)C2N1C (stereo unspecified) in the list: Yp Topo-I inh = -2; TcdB GH inh = 0.3; Rv3671c inh = 9; MazF activator = -5; CCHFV vOTU inh = -6; PrPC surface inh = -2; PriA SSB inh = 7; SARS 3CLpro inh = /; DUSP3 inh = 27; BH1578 lux ind = i
CC(=O)NCCCc1c[nH]c2ccc(Cl)cc12 in the list: Yp Topo-I inh = -11; TcdB GH inh = /; Rv3671c inh = -2; MazF activator = 5; CCHFV vOTU inh = -8; PrPC surface inh = 6; PriA SSB inh = -4; SARS 3CLpro inh = -3; DUSP3 inh = 46; BH1578 lux ind = -1.3
COc1ccc(NC(=O)COC(=O)CCCc2c[nH]c3ccccc23)cc1OC in the list: Yp Topo-I inh = 5; TcdB GH inh = 0.8; Rv3671c inh = 9; MazF activator = -1; CCHFV vOTU inh = /; PrPC surface inh = /; PriA SSB inh = 3; SARS 3CLpro inh = -3; DUSP3 inh = 18; BH1578 lux ind = 2.4

Some of the compounds tested; count on the stated rates, not on these rows.
